Assay outcomes: PubChem, National Center for Advancing Translational Sciences (NCATS)
12-LOX inh: Primary qHTS assay for inhibitors of human arachidonate 12S-lipoxygenase (ALOX12): Round 2 | AID 1671190, 2021 | Polyunsaturated fatty acid lipoxygenase ALOX12 (Homo sapiens), P18054 | purified 12hLO, xylenol orange hydroperoxide absorbance | hit rate 1.1% among 580,000 | Potency, µM (top dose mostly 108 µM), inactives show top-dose activity change, negative = inhibition, hits mostly inhibitors; active = well fitted inhibition curve with a large enough effect; inconclusive = small, poorly fitted or top-dose-only effect, or another doubt; inactive = no such curve, though single readings can be large or run the other way
Target sequence (P18054 whole entry, looked up): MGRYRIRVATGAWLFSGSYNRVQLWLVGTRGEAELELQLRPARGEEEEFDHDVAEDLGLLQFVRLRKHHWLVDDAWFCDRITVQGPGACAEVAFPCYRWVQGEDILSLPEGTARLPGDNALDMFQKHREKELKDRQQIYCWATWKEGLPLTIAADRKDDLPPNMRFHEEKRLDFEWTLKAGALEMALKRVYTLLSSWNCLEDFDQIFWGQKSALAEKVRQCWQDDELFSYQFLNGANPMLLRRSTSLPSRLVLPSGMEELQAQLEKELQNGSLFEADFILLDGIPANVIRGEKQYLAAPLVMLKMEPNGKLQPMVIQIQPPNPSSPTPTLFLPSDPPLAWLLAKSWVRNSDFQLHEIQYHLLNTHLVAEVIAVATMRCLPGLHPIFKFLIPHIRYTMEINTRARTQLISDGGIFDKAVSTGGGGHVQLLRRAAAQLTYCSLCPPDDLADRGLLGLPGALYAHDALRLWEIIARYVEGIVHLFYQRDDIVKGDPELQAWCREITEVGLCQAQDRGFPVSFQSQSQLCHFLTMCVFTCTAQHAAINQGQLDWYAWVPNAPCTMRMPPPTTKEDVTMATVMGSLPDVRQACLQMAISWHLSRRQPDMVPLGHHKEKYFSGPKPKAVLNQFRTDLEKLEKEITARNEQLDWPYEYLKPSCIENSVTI
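Purified human 12hLO (150 nM final) in 25 mM Hepes, 0.01% Triton X-100, pH 7.0 was preincubated 15 min at room temperature with compound. Then 40 uM arachidonic acid was added, 30 min. Hydroperoxide was read by Fe-XO absorbance ratio 573/405 nm.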
Numbers without * were called inactive; ? = inconclusive; [ ] = dose if it differs, or a comment. % is scaled to controls: 0 for no effect and ±100 for the full control effect; potency is read from the fitted curve at half-maximal effect. Some of the compounds tested (hit frequency here may not be typical).

SMILES | 12-LOX inh
O=C(N[C@H]1[C@H](O)[C@H](O)C[C@@H]1c1ccncc1)c1ccccn1 | -1.6%[176 µM]
CCCNC(=O)COc1cccc(-c2nc(-c3ccc(C)cc3)no2)c1 | 4.9%
COc1cc(C)cc(-c2cc(C(=O)O)cc(S(=O)(=O)N3CCOCC3)c2)c1OC | 35.8%[activator]
CCOc1ccc(C(=O)NC(C(=O)NOC)C(C)C)cc1 (centres undefined) | 12.6%
CC(C)c1nc(CN(C)C(=O)c2cn(CC3CCCNC3)nn2)cs1 (centres undefined) | 21.6%
O=C(O)[C@H]1C[C@@H](C(=O)NCc2ccncc2)CN(C2CCOCC2)C1 | 18.6%
CCCCS(=O)(=O)Nc1ccc([C@H]2OCC(=O)N(Cc3ccc(OC)cc3)[C@@H]2CO)cc1 | -9.6%
N[C@H](C(=O)O)C1[C@H](C(=O)O)[C@H]1C(=O)O (some centres undefined) | ?
COc1ccc(NC(=O)c2c(OC)cc(=O)n3c2CCCC3)c(C)c1 | -5.9%
Clc1ccccc1C1(c2ccnc(C3CC3)n2)CCNCC1 | 25.8%
Cc1cc(-c2nc(-c3c(C)noc3C)cc3cc(C)oc23)ccn1 | 13.6%[176 µM]
Cc1nn(C)c(C)c1CCC(=O)N1CCOCC1CC(=O)NC1CCCC1 (centres undefined) | 43.3%[activator]
COc1ccc(S(=O)(=O)Nc2cc(OC(F)F)c(OC)cc2C(=O)O)cc1Br | ?
COc1cccc(CCC(=O)N2CCC(c3nc(C4CCOCC4)no3)CC2)c1 | 73.9%[activator]
O=C(C1CCC1)N1CCCC(Cc2nc(C3CCOCC3)no2)C1 (centres undefined) | 21.1%
CCOCCC(=O)N1CCCC(c2cc(N3CCOCC3)nc(C)n2)C1 (centres undefined) | ?
CCOC(=O)CCCN1CCC(CO)CC1 | 7.2%
O=C(c1ccc(F)c(F)c1)N1CCC2(CC1)N(c1ccccc1)C(=O)CS2(=O)=O | 21.7%
CC(C)(C)C(=O)N1CCC2(CC1)Cc1ccccc1NC2=O | 73.7%[activator][176 µM]
CC(=O)N1CC2(Cc3ccccc31)CN(C(=O)NC1CCCC1)C2 | 51.7%[activator][176 µM]

An excerpt of these results, as labelled records:
CCOCCC(=O)N1CCCC(c2cc(N3CCOCC3)nc(C)n2)C1 (centres undefined)
  12-LOX inh: ?
COc1ccc(S(=O)(=O)Nc2cc(OC(F)F)c(OC)cc2C(=O)O)cc1Br
  12-LOX inh: ?
CC(=O)N1CC2(Cc3ccccc31)CN(C(=O)NC1CCCC1)C2
  12-LOX inh: 51.7%[activator][176 µM]

Additional structures
SMILES | 12-LOX inh
COCC(C)n1c(C)cc(C(=O)CSc2nnc(-c3ccncc3)n2-c2ccccc2)c1C (centres undefined) | -4.1%
Cc1ccc(CNC(=O)CC23CC4CC(CC(C4)C2)C3)cc1 | -3.1%
CC(C)CN1CC[C@H](c2nc3ncccc3[nH]2)C1 | 31.2%[activator][176 µM]
O=C(O)C(=O)/C(=C/c1cccs1)c1ccc2ccccc2n1 | ?
CC(C)CCNC(=O)N1CCC(Oc2ncccc2C(=O)N(C)C)C1 (centres undefined) | 33.1%[activator]
CC(C)c1cc(C2CCN(Cc3cn[nH]c3-c3ccccc3)CC2)[nH]n1 | 75.4%[activator]
O=C1CC(c2ccccc2)N(C(=O)CNC(=O)c2ccsc2)CCCCCN1 (centres undefined) | 29.8%
COC(=O)[C@]12C[C@H](CC(=O)NCc3ccc(C)o3)C(=O)N(CCC3=CCCCC3)C1=C[C@H](C(C)(C)C)O[C@@H]2C | -25.4%
COc1cccc2cc(CC(=O)c3ccc(C(C)C)cc3)c(=O)oc12 | 16.7%
CC1c2ccsc2CCN1C(=O)c1nn(C)c(=O)c2ccccc12 (centres undefined) | 9.4%
O=C(COc1ccc2ccc(=O)oc2c1)NCc1ccc(F)cc1 | -0.4%
CCC(C(=O)Nc1cccc(OC)c1)n1cnc2ccccc2c1=O (centres undefined) | -2.2%
CN(C)Cc1nnc(C2CCN(c3nnnn3-c3ccccc3)CC2)n1C | 4.2%
CC(C)C(N)c1ccc2c(c1)OCCCO2 (centres undefined) | 12.0%
COc1cccc(CNC(=O)Cn2ccn3nc4c(c3c2=O)CCCCC4)c1OC | 26.6%
Cc1oc(-c2nc(C#N)c(N(C)C)o2)cc1S(=O)(=O)N(Cc1ccccc1)C(C)C | 19.1%
CCc1noc(-c2cn(C3CCCN(C(=O)COc4cccc(C)c4)C3)nn2)n1 (centres undefined) | 36.6%[activator]
O=C(c1cc2c(s1)CCC(C(=O)N1CCN(C3CCCCC3)CC1)C2)N1CCCCC1 (centres undefined) | 10.7%
Cc1ccc(/C=C/C(=O)c2ccc(C#N)cc2)s1 | ?
C=CCNC(=O)CN1CN(c2ccccc2)C2(CCN(C(=O)NCc3ccccc3)CC2)C1=O | 40.8%[activator]
O=S1(=O)CCC(N2CCN(Cc3cccc(S(=O)(=O)N4CCOCC4)c3)CC2)C1 (centres undefined) | 0.2%
Cc1ccc(C)c(OCC(=O)N[C@H]2CCOC[C@H]2C2CCOCC2)c1C | 41.3%[activator]
Cc1ccc2c(c1)-c1onc(C(=O)Nc3cc(-c4cccc(F)c4)no3)c1CO2 | 1.3%
CC(C)c1noc(CN2CCN(c3oc(-c4ccco4)nc3C#N)CC2)n1 | 12.3%
COCc1cc(CNC(=O)Cn2ncc3ccccc3c2=O)[nH]n1 | 31.7%[activator]
FC(F)(F)c1cccc(-c2noc(-c3ccc(Br)cc3)n2)c1 | 14.4%
CC(=O)c1cccc(OCc2ccc(C(N)=O)cc2)c1 | 13.8%
C[C@@H]1CN(C(=O)Cn2ccc(=O)[nH]c2=O)C[C@@]1(O)C1CCC1 | 48.1%[activator]
N#Cc1ccc(CN2CC3(C2)C(=O)Nc2ccccc23)cc1 | 1.6%[12.5 µM]
CN(Cc1ccccc1C(F)(F)F)C(=O)c1ccc(C(F)(F)F)cc1 | 6.0%
c1cncc(-c2nc(Sc3nnnn3C3CCCC3)c3ccccc3n2)c1 | -27.2%
COc1cc(OC)c(OC)cc1CN1CCN(Cc2cc(OC)c(O)c(OC)c2)CC1 | ?
COc1cc(C#N)ccc1OCCOc1ccccc1C(C)=O | ?
CC(NC(=O)NOCc1ccccc1)c1ccc(C#N)cc1 (centres undefined) | ?
Cn1c(CCC(=O)NCc2ccon2)nc2cc(S(=O)(=O)N3CCCC3)ccc21 | 15.6%
CN(Cc1cccc(C#N)c1)C(=O)C1CCOCC1 | -2.7%
Cc1nc(-c2cn(C3CCCN(C(=O)c4cccs4)C3)nn2)no1 (centres undefined) | 15.3%
CCC(=O)NCc1cc2c(nc1OC)CN(C1CCCC1)C2=O | -18.5%
Cc1ccc(S(=O)(=O)N2CCN(C(=O)c3cn(C)c4ccccc34)CC2)cc1 | -15.9%
CCCCSc1nc(N)cc(N2CCCC(C(=O)N3CCOCC3)C2)n1 (centres undefined) | -19.0%
CC1CCN(C(=O)c2[nH]cnc2C(=O)N(C)CCO)CC1 | -9.6%
O=C(c1ccn[nH]1)N1CCC(c2noc(COc3ccc(F)cc3)n2)C1 (centres undefined) | 53.0%
COc1ccc(CN2CCCCCC2c2cccs2)c(OC)c1 (centres undefined) | 0.2%
COC(=O)CNC(=O)c1cc(-c2ccc(Cl)cc2Cl)nc2c1cnn2C | 3.0%[6.33 µM]
Cc1ccccc1-n1ncc2c1NC(=O)CC21C(=O)N(CC(N)=O)c2c(C)cccc21 (centres undefined) | 9.8%
CC1=C(C(=O)c2ccccc2)C(NC(=O)CC(C)C)(C(F)(F)F)C(=O)N1Cc1ccccc1 (centres undefined) | 2.0%
COc1ccc(-c2nc3nccc(-c4ccsc4)n3n2)c(OC)c1 | ?
COC(=O)Cc1c(C)c2ccc(OCc3ccccc3Cl)cc2oc1=O | -6.3%
Cc1ccc(-c2ccc(C=O)o2)cc1C | ?
O=C(CCl)NC(NC(=O)CCl)c1ccccc1 | ?
The list continues.
SMILES | 12-LOX inh
CC(C)c1noc(C(C)Nc2ccc3oc(C4CC4)nc3c2)n1 (centres undefined) | -0.8%
COCCNC(=O)c1ccc2c(c1)N(C)C(CC(=O)N1CCNC(=O)C1)CO2 (centres undefined) | 6.2%
O=C(CC1COCCN1)NCCn1nc(-c2ccccc2)ccc1=O (centres undefined) | 26.6%
CC(C)C(NC(=O)c1ccncc1)C(=O)O (centres undefined) | 14.2%
O=C(NC1C[C@H]2CC[C@@H](C1)N2C(=O)CCC1CCCCC1)c1ccncc1 (some centres undefined) | 8.0%
Cc1nc2cccnc2n1CC1CCCN(S(=O)(=O)c2ccccc2F)C1 (centres undefined) | 51.2%[activator]
CNC(=O)COc1ncnc2c(Cl)cc(Cl)cc12 | -1.1%
Cc1ccc(CN2CCCC3(Cc4ccccc4CNC3=O)C2)cc1 (centres undefined) | ?
O=C(C1CC1)N1CC2(CCCN2CC2CC2)Cc2ccccc21 (centres undefined) | -0.9%[6.33 µM]
CCN(CC(=O)NC1(C)CCS(=O)(=O)C1)Cc1cccc(F)c1 (centres undefined) | -0.4%

Three compounds from above, arranged by count of non-hydrogen atoms, largest number first.
SMILES | 12-LOX inh
COCCNC(=O)c1ccc2c(c1)N(C)C(CC(=O)N1CCNC(=O)C1)CO2 (centres undefined) | 6.2%
O=C(CC1COCCN1)NCCn1nc(-c2ccccc2)ccc1=O (centres undefined) | 26.6%
CCN(CC(=O)NC1(C)CCS(=O)(=O)C1)Cc1cccc(F)c1 (centres undefined) | -0.4%

Remaining list, next part
SMILES | 12-LOX inh
COc1ccc(OC2CCN(C(C)=O)CC2)c(C(=O)N2CCCCC2CCO)c1 (centres undefined) | ?
COc1ccc(-c2ccccc2)cc1N1C(=O)[C@@H]2C[C@H]1CN2C(=O)[C@@H]1CCCO1 | 7.2%
CCOc1cccc2cc(-c3cc(=O)oc4cc(O)ccc34)c(=O)oc12 | 17.4%
CO[C@H]1[C@H](NC(=O)c2cc(C3CC3)[nH]n2)c2ccccc2C12CCNCC2 | 18.6%
CCc1ccccc1NC(=O)C(=O)c1c(C)[nH]c2ccccc12 | 20.9%
CC1CN(CCNC(=O)C2CCCc3c2[nH]c2ccccc32)Cc2ccccc2O1 (centres undefined) | 7.3%
COc1ncccc1-c1nccc2c(=O)cc(N3CCOCC3)oc12 | 3.4%[176 µM]
COc1cccc(S(=O)c2c(C)cc(C)cc2C)c1 (centres undefined) | ?
Cc1cccc(N(C)C(=O)Cn2nc(-c3ccc(Br)cc3)ccc2=O)c1 | ?
CNC(=O)CCn1ncc2cc(OCc3ccccc3-c3ccc(F)cc3)ccc21 | 3.0%[176 µM]
COC(=O)c1ccc2nc(C[C@@H]3C[C@@H](C(C)C)[C@H](CNC4CCN(C)CC4)C=C3C)[nH]c2c1 | ?
Cn1c(=O)c2c(nc(NCCO)n2Cc2ccccc2F)n(C)c1=O | 19.5%
CC(=O)N1CCN(c2nc3c(s2)CC(C(=O)Nc2cc(Cl)ccc2F)CC3)CC1 (centres undefined) | ?
COC(=O)C1=C(C)N(Cc2cccc(C(F)(F)F)c2)C(=NCC2CC2)NC1c1ccccc1 (centres undefined) | ?
COc1ccc(CN2CCOc3nc(-c4cccc(C(F)(F)F)c4)ncc3C2=O)cc1 | 2.8%[176 µM]
CC(=O)Nc1ccc(NC(=O)c2cc(C(C)C)nc3ccccc23)cc1 | -10.9%
CC(C)C[C@H](NC(=O)Cn1nc2c(cc1=O)CCCC2)C(=O)O | ?
O=C(NC1CCCc2c1[nH]c1ccccc21)c1ccc(Br)o1 (centres undefined) | 4.9%
CCc1ccc(C(=O)N2CCC(OC3CCN(C)CC3)CC2)cc1 | 23.4%
CC1(C)CC(=O)c2cc(C#N)c(=O)n(-c3ccc(F)cc3)c2C1 | 5.9%

A different layout for some results above:
SMILES	12-LOX inh
CC1(C)CC(=O)c2cc(C#N)c(=O)n(-c3ccc(F)cc3)c2C1	5.9%
COC(=O)c1ccc2nc(C[C@@H]3C[C@@H](C(C)C)[C@H](CNC4CCN(C)CC4)C=C3C)[nH]c2c1	?
COc1ccc(CN2CCOc3nc(-c4cccc(C(F)(F)F)c4)ncc3C2=O)cc1	2.8%[176 µM]

Some of the entries above, reformatted:
SMILES	12-LOX inh
O=C(NC1CCCc2c1[nH]c1ccccc21)c1ccc(Br)o1 (centres undefined)	4.9%
CC1(C)CC(=O)c2cc(C#N)c(=O)n(-c3ccc(F)cc3)c2C1	5.9%
CC(C)C[C@H](NC(=O)Cn1nc2c(cc1=O)CCCC2)C(=O)O	?

Carrying on:
SMILES | 12-LOX inh
Cc1csc(NC(=O)NC2CC(=O)N(c3ccc(F)cc3)C2)n1 (centres undefined) | 16.4%
COCCOCC(=O)NCCc1noc(-c2cccnc2)n1 | 19.2%
Cc1ccc(/C=N/NC(=O)c2cccc(Br)c2)s1 | -4.3%
Cc1cccc(N2CCN(CC(=O)N3CC[C@@](C)(O)[C@@H](O)C3)CC2)c1 | 4.3%
O=C1C(c2ccccc2)CC2(CCN(c3cnccn3)CC2)CN1C1CC1 (centres undefined) | -0.1%
Cc1noc(-c2cn(C3CCN(C(=O)c4ccc(C)s4)CC3)nn2)n1 | 23.2%
O=C(Nc1ccccc1Br)c1cc2cc(Br)ccc2oc1=O | ?
COCCN1C(=O)CC[C@]2(C(=O)NCc3ccc(F)c(Cl)c3)CCCC[C@@H]12 | 0.8%
CCC(=O)c1c(-c2ccccc2)nc2n(CCN3CCOCC3)c3ccccc3n12 | ?
CC(=O)N1CCC(n2c(C)cnc2C2CC2)CC1 | 32.2%[activator]
Cc1ccc(CNC(=O)C(C)C2CCOCC2)cc1C (centres undefined) | 24.8%
COCCNC(=O)c1ccc2c(c1)N(C)C(CC(=O)NC(C)(C)CO)CO2 (centres undefined) | 6.8%
O=C(Cc1cccc(F)c1)N1CCn2c(nnc2[C@@H]2C[C@@H](O)CN2Cc2ccccc2)C1 | 23.3%
COc1ccc(C)cc1-n1c(SCC(=O)Nc2ccc(C(N)=O)cc2)nc2ccccc2c1=O | -7.0%
CCCN(CC1CCOC1)C(=O)Nc1cccc(CC)c1 (centres undefined) | 48.9%[activator]
